IDE cell inh = cellular human IDE inhibition. HEK cells, FAbetaB cleavage, fluorescence polarization. inhibition, % at 5.59 µM. actives 0.41% (n = 320,000). AID 434962;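 active = percent inhibition above the average of all tested compounds plus 3 SD, set per screening campaign, cut at about 16% in these data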;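 also: IDE supplied by intact live HEK cells; FP after avidin binding of uncleaved biotin substrate so inhibition keeps polarization high; 0% = DMSO wells and 100% = 60 µM reference IDE inhibitor Ii1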
NALP1 yeast inh = blocks the NALP1 inflammasome reconstituted in yeast; S. cerevisiae NALP1/ASC/caspase-1 growth, X-gal OD620, 72 h; AID 2071; actives 0.61% (n = 280,000); inhibition, % at 10 µM; in the data active = inhibition mostly above about 24%, no sharp cut-off; inactive = mostly below about 32%; also: some compounds called inactive have numbers as strong as hits
pCIP destab = lowers stability of the mouse p/CIP coactivator protein. decrease of EGFP signal, % at 10 µM. F442A p/CIP-EGFP cells, EGFP fluorescence, 16 h. actives 0.01% (n = 290,000);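 active = EGFP signal decrease of at least 30% at 10 µM or well 3 SD below plate mean, unless failing retest; inactive = the rest, including hits failing retest or dose response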; also: some compounds called inactive have numbers as strong as hits; many of its hits are not listed in these tables
IDE act = activators of human insulin-degrading enzyme in cells; HEK cells, FAbeta-B cleavage, fluorescence polarization; 0% vehicle, 100% cell-free pure enzyme wells; activation, % at 5.96 µM; actives 0.073% (n = 340,000); AID 493087;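 active = activation above the mean of all tested compounds plus 3 SD, set per screening campaign, cut at about 17% in these data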
PfM18AAP inh = PfM18AAP enzyme inhibition; recombinant PfM18AAP, H-Glu-NHMec fluorogenic cleavage; inhibition, % at 7.35 µM; actives 1.2% (n = 290,000); AID 1822;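 active = inhibition above the campaign mean inhibition over all tested compounds plus 3 SD, cut at about 28% in these data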;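 also: 0% = plate median of test compound wells and 100% = 2 mM ZnCl2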
MEKK3 PB1 HTS = modulators (inhibitors or enhancers) of MEK5 binding to human MEKK3 PB1 domain; binding response (% of control), % at 10 µM; bead-based flow cytometry, Alexa488-MEK5 binding to MEKK3; actives lie on both sides; 0 = blocked by unlabeled MEK5, 100 = vehicle; actives 1.4% (n = 290,000); Q99759;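 active = binding response more than 3 SD above or below the average of its plate-row segment, actives on both sides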;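 also: Alexa488 bead fluorescence after subtracting the streptavidin-only scavenger bead signal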
Target sequence (Q99759 whole entry, looked up, the tested form may be a part): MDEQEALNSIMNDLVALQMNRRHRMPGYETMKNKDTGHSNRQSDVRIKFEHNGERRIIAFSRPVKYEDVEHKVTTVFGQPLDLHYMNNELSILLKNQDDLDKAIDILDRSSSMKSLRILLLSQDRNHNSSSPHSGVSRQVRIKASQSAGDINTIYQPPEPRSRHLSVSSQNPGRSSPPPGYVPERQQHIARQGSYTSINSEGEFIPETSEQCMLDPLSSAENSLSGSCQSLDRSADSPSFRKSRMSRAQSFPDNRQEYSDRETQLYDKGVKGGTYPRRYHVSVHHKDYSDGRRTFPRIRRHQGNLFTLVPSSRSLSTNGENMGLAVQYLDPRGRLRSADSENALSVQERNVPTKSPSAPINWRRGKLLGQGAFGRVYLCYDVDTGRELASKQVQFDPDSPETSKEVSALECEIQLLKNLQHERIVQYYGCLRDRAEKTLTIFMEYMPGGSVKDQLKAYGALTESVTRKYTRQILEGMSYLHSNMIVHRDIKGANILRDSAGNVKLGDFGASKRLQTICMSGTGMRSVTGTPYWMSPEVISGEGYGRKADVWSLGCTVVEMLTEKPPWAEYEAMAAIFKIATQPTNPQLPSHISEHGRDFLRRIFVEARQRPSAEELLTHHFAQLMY
MEKK2 WT-MEK5 = raises or lowers MEK5 binding to wildtype human MEKK2 PB1 domain. actives 1.1% (n = 290,000). bead flow cytometry, Alexa488-MEK5 binding to MEKK2 WT; actives lie on both sides. Q9Y2U5. binding response (% of control), % at 10 µM. AID 1531; in the data active = binding response below about 67% or above about 130%
MEKK2mut PB1 HTS = signal of MEK5 binding to mutant human MEKK2 PB1 domain; bead flow cytometry, Alexa488-MEK5 binding to MEKK2 mutant; percent response, % at 10 µM; actives 0.35% (n = 290,000); in the data active = percent response above about 24%, passing the limit was not always enough; also: inactives centre near 1; some results filed as inactive read as strong as hits; reference of the scale not given here
SUMO HTRF inh = blocks human SUMOylation mediated by UBC9; actives 0.36% (n = 290,000); P63279; inhibition, % at 35 µM; HTRF SUMOylation assay, SAE1/SAE2 + UBC9, in vitro; in the data active = inhibition above about 50%, passing the limit was not always enough; also: strong numbers were not always called active
Target sequence (P63279 whole entry, looked up): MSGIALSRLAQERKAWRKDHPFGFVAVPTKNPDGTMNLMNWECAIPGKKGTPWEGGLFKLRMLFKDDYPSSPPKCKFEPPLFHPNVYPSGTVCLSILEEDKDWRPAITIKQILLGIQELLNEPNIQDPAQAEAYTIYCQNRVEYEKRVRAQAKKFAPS
An asterisk follows results filed as active; · = not tested or not shown; [ ] = remark or other dose. An excerpt; the hit share may differ from the screen's.

SMILES	IDE cell inh	NALP1 yeast inh	pCIP destab	IDE act	PfM18AAP inh	MEKK3 PB1 HTS	MEKK2 WT-MEK5	MEKK2mut PB1 HTS	SUMO HTRF inh
Cc1ccc(NC(=O)COC(=O)COc2ccc(Cl)cc2C)c([N+](=O)[O-])c1	-2	14	-2	-1	1	97	101	0	-12
CCOC(=O)C(CC)n1cnc2c(nnn2-c2cccc(OC)c2)c1=O (stereo not given)	3	-11	-1	7	3	104	105	6	6
Cc1cc(C)c(NC(=O)Cn2nnc(C(=O)NCc3cccs3)c2N)c(C)c1	-5	10	12	3	-1	97	103	0	9
CCOC(=O)c1csc(NC(=O)CSc2nnnn2-c2cccc(OC)c2)n1	1	17	2	-4	-2	106	96	12	28
Cc1csc2c(N(C)CCO)ncnc12	-1	34	-21	4	4	103	97	21	19
O=C(CSc1cccc[n+]1[O-])NCCCc1ccccc1	-7	10	-8	4	-2	104	99	-7	22
O=C(O)CC(NC(=O)C12CC3CC(CC(C3)C1)C2)c1cccc(Cl)c1 (stereo not given)	-6	-10	4	-2	0	104	104	8	10
COc1ccc(-n2c(C)cc(C(=O)CN3C(=O)NC4(CCc5ccccc54)C3=O)c2C)cc1 (stereo not given)	-1	·	2	4	10	100	97	-3	-3
COc1ccc(NC(=O)CSc2nnc(-c3ccccc3)n2Cc2ccco2)cc1OC	-3	6	3	3	-5	86	91	-2	-25
COc1ccc(OC)c(NC(=O)Cn2cc(C#N)c3ccccc32)c1	0	4	-15	-1	8	103	103	3	-15
CCOc1ccc(-c2noc(CCCC(=O)NCC3CCCO3)n2)cc1OC (stereo not given)	5	3	9	4	-1	96	100	0	-10
NC(=O)c1nsc(C(=O)N(c2ccccc2)C(C(=O)NCC2CCCO2)c2ccc3ncccc3c2)c1N (stereo not given)	-1	2	-10	0	4	103	95	1	-8
COc1cc(/C=C/c2noc(-c3ccccc3O)n2)cc(OC)c1OC	2	21	-14	3	2	109	95	-2	-6
COc1cccc(N2C(=O)C(CC(=O)Nc3ccccc3)N(C3CCCCC3)C2=O)c1 (stereo not given)	0	-1	-10	0	9	103	97	4	-8
O=C(O)CC1c2ccccc2CCN1S(=O)(=O)c1ccc(F)cc1 (stereo not given)	4	24	-9	-5	3	103	99	1	5
COc1ccc(CNC(=O)[C@H](C)NC(=O)C2CC(=O)N(c3ccc(OC)cc3)C2)cc1 (stereo not given in full)	-1	24	-2	3	-4	96	98	-1	11
COc1ccc(NC(=O)C2CCCCN2S(=O)(=O)c2ccc(F)cc2)cc1 (stereo not given)	3	30	-17	1	1	85	88	-5	7
Cc1cccc(C(=O)NC(=S)Nc2ccc(N3CCOCC3)cc2)c1	-1	22	-5	6	-1	93	91	-4	-11
COc1cccc(NC(=O)Cn2c3ccc(F)cc3c3nc4n(c(=O)c32)CCCS4)c1	4	1	-2	2	3	100	97	5	·
O=C(CN1C(=O)COc2ccccc21)N(Cc1ccccc1)Cc1ccccn1	4	14	5	1	0	97	96	0	14
O=c1ccn(Cc2ccccc2)cc1	-8	6	0	1	·	104	104	3	2
CCN(CCCc1ccccc1)CCCc1ccccc1	2	40	-5	5	3	85	102	5	2
CC(C)Nc1nc(NC(C)C)nc(N(C#N)CCOc2ccc(Cl)cc2Cl)n1	3	-3	3	7	2	115	103	8	-21
O=C(CN1C(=O)c2cccc3cccc1c23)NCc1ccccn1	0	-20	-12	2	-3	104	104	2	34
Cc1cc(Br)c2c(c1)C(O)(N1CCCCC1C)C(=O)N2 (stereo not given)	-2	38	-9	2	-6	93	93	-2	-6
CC(=O)N(C)C1=C(N2CCOCC2)C(=O)c2ccccc2C1=O	0	12	-14	4	4	90	90	-5	20
COc1ccc(Nc2nc3ccccc3nc2-n2nc(C)cc2C)cc1	2	1	-3	3	3	100	98	-1	17
COc1ccc(CNc2cccc(F)c2)cc1Br	-1	48	0	3	12	99	96	1	-9
Cn1c(Cn2c(=O)sc3ccccc32)nnc1SCc1ccccc1F	-1	9	-27	-3	2	95	93	-1	6
CCOC(=O)c1ccc(COC(=O)c2nonc2N)cc1	6	10	31	3	-4	·	·	·	19
COc1ccc(C)cc1NC(=O)CN1CCN(S(=O)(=O)c2ccc(C(C)C)cc2)CC1	7	2	-16	-9	-2	91	86	-8	-2
CCOc1ccc(OCC)c(NC(=O)CSc2nnnn2CC)c1	2	-24	-15	5	-3	101	95	-3	10
CC1CCCCN1C(=O)CSc1nc(C2CC2)nc2ccccc12 (stereo not given)	-2	-9	-4	0	-2	100	95	-3	8
Cc1ccccc1CCN(C(=O)c1csnn1)C(C(=O)NC1CCCC1)c1ccco1 (stereo not given)	-1	-11	-4	1	1	103	100	1	4
Cn1nnc(NC(=O)c2ccccc2)n1	10	3	-17	-3	-1	107	104	5	8
N#CCOC(=O)c1sccc1-n1cccc1	0	6	-7	-1	2	103	101	13	-7
CCOc1ccc(NC(=O)N2CCN(CC)CC2)cc1	-1	-6	-10	10	-5	97	103	1	12
CC(=O)C1=C(C)NC(=O)NC1c1ccc(Cl)cc1 (stereo not given)	1	0	0	-3	0	69	67	-12	19
CC(/C=C1\N=C(SCc2ccccc2Cl)SC1=O)=C\c1ccccc1	0	-2	-9	9	3	96	92	-6	18
Cc1ccc(NC2=C(Cl)C(=O)OC2OC(=O)c2ccco2)cc1C (stereo not given)	-4	33	-14	4	1	118	99	-1	15
CC(NC(=O)Nc1ccccc1)C(c1ccccc1)N1CCOCC1 (stereo not given)	0	16	0	-1	-6	103	104	-1	0
Cc1cccc(N(CC(=O)NC2CCCCC2)C(=O)CCC(=O)Nc2nccs2)c1	-9	13	0	3	-7	102	101	2	-15
COc1ccccc1CN(C)C(=O)c1cc2ccccc2o1	-2	18	-1	-1	1	107	104	13	-11
CCOC(=O)NNS(=O)(=O)c1cc(Br)ccc1Br	2	-1	18	5	3	109	101	-3	12
Cc1ccc(SCc2cc(=O)n3ccsc3n2)c(C)c1	-2	23	4	·	-6	101	124	17	-5
Cc1ccn2c(Nc3ccccc3C)c(-c3cccnc3)nc2c1	7	20	8	0	4	106	103	2	0
CC1CCC(NS(=O)(=O)c2ccc(N3CCCC3=O)cc2)CC1 (stereo not given)	1	-2	-13	5	-2	100	103	1	-10
CCN(CC)CCN(Cc1cc2cc(C)c(C)cc2[nH]c1=O)C(=S)NCc1ccco1	6	3	6	4	0	78	86	-14	10
CC(=O)Oc1ccc([C@@H]2COc3c(ccc4c3C=CC(C)(C)O4)C2)c(OC(C)=O)c1	10	·	·	4	·	104	101	1	·
CCCCNc1nc2c(c(=O)n(C)c(=O)n2C)n1Cc1cccc(OC)c1	4	19	9	4	-1	93	94	-1	5
O=C(O)c1cc(NC(=O)c2ccc(Br)cc2)cc(NC(=O)c2ccc(Br)cc2)c1	-1	0	3	4	-4	102	104	4	11
C=CCn1c(N2CCCCCC2)nc2c1c(=O)n(C)c(=O)n2C	1	-1	-11	0	1	106	76	-35	13
O=C(Cc1ccc(Cl)c(Cl)c1)NC1CCCCCC1	-1	12	-9	3	0	104	99	-2	2
CCOc1ccccc1NC(=O)CN(c1cc(C)cc(C)c1)S(=O)(=O)c1c(C)noc1C	1	-5	1	2	-2	107	102	2	10
CN(C)C(=O)NCc1ccc(S(N)(=O)=O)cc1	0	4	-4	3	-5	39*[inhibitor]	50	-8	13
COc1ccc(Cl)cc1NC(=O)C(C)NC(c1ccccc1)c1ccccc1 (stereo not given)	2	30	-13	7	2	94	85	-16	-15
Oc1cccnc1CCc1ccccc1	-2	16	-7	3	-1	99	88	-12	12
CCOC(=O)CSc1nc2cc3c(cc2cc1C#N)OCCO3	2	1	-6	-2	0	100	92	-1	12
O=C(c1cc(S(=O)(=O)N2CCOCC2)ccc1Cl)N1CCOCC1	-3	-3	-5	3	-1	100	105	2	10
CCc1ccc(CN(C)C(=O)CCc2nnc(CCc3ccccc3OC)o2)nc1	-4	-13	-18	5	10	100	94	-7	-5
Next section.
SMILES	IDE cell inh	NALP1 yeast inh	pCIP destab	IDE act	PfM18AAP inh	MEKK3 PB1 HTS	MEKK2 WT-MEK5	MEKK2mut PB1 HTS	SUMO HTRF inh
Cn1c(C(=O)NCCc2ccccc2)cc(=O)n(C)c1=O	1	14	12	-2	8	102	105	3	3
Cc1cc(Cl)ccc1C(=O)C1CCCN(C(=O)c2cc(C(C)C)no2)C1 (stereo not given)	7	-1	1	-3	-10	104	97	-5	-3
COc1cc(C(=O)Nc2nc3ccc(S(C)(=O)=O)cc3s2)cc(OC)c1C	2	12	-8	1	-5	103	99	3	21
COc1cc(S(=O)(=O)NCCCN2CCOCC2)ccc1-n1cnnn1	-3	10	-8	-1	6	101	99	-1	14
Cc1ccc(CSCC(=O)Nc2c(C)n(C)n(-c3ccccc3)c2=O)cc1	4	23	-6	9	-2	94	94	-2	16
CCN(CCn1cccn1)C(=O)c1cc(COc2cc(C)ccc2C)on1	·	14	-5	-1	-9	101	99	-5	-4
CCCN1CNC(=S)N(c2ccc(C)cc2C)C1	6	4	0	4	-4	99	98	2	1
COC(=O)CC(N)c1ccc(OC)c2ccccc12 (stereo not given)	-1	36*	-2	7	-9	101	101	5	29
Cc1ccc(Nc2nc(NCCCN3CCOCC3)nc(N)c2[N+](=O)[O-])cc1C	2	28	0	-2	-1	106	148*	21	-12
CS(=O)(=O)Nc1ccc(C(=O)NC2CCCC2)cc1	0	1	-1	9	6	99	99	-2	-1
CCOC(=O)N1CCN(S(=O)(=O)c2cccs2)CC1	4	10	-9	2	-6	98	98	0	12
COc1ccc(/C=C2\SC(=O)N(CCCC(=O)Nc3ccc(C(=O)O)cc3)C2=O)cc1OC	1	11	-11	0	5	104	103	4	-1
CCOC(=O)CN(C(=O)c1ccccc1)c1ccccc1C	2	4	4	7	1	101	104	1	4
COc1ccc(N2C(=O)CSC2c2ccc(F)cc2)cc1 (stereo not given)	-1	28	-8	2	4	104	99	0	0
Cc1ccc(O)c(NC(=O)c2onc(C)c2Cl)c1	0	-4	4	4	9	101	100	-5	-3
CCCOc1cccc(C2/C(=C(/O)c3ccccc3)C(=O)C(=O)N2CCN(C)C)c1 (stereo not given)	·	2	0	-1	8	·	·	·	-5
CCN(CCO)c1ncnc2c1sc1nc(CC(C)C)c3c(c12)CC(C)(C)OC3	4	14	-9	5	-1	100	99	-3	1
Cc1ccc(C(CCN)c2ccco2)cc1 (stereo not given)	3	-3	-3	2	7	·	·	·	20
c1ccc(-c2cc3ccccc3[nH]2)cc1	1	34	6	-16	15	103	107	3	0
COc1ccc2nc(NC(=O)CSc3nccc(C)n3)sc2c1	-1	15	-54	2	-2	112	112	3	-15

Not a retest: entries from further up.
SMILES	IDE cell inh	NALP1 yeast inh	pCIP destab	IDE act	PfM18AAP inh	MEKK3 PB1 HTS	MEKK2 WT-MEK5	MEKK2mut PB1 HTS	SUMO HTRF inh
COc1ccc(N2C(=O)CSC2c2ccc(F)cc2)cc1 (stereo not given)	-1	28	-8	2	4	104	99	0	0
Cc1ccc(O)c(NC(=O)c2onc(C)c2Cl)c1	0	-4	4	4	9	101	100	-5	-3
CCCOc1cccc(C2/C(=C(/O)c3ccccc3)C(=O)C(=O)N2CCN(C)C)c1 (stereo not given)	·	2	0	-1	8	·	·	·	-5
CCN(CCO)c1ncnc2c1sc1nc(CC(C)C)c3c(c12)CC(C)(C)OC3	4	14	-9	5	-1	100	99	-3	1
Cc1ccc(C(CCN)c2ccco2)cc1 (stereo not given)	3	-3	-3	2	7	·	·	·	20
c1ccc(-c2cc3ccccc3[nH]2)cc1	1	34	6	-16	15	103	107	3	0
COc1ccc2nc(NC(=O)CSc3nccc(C)n3)sc2c1	-1	15	-54	2	-2	112	112	3	-15
